ARNT-TACC3 inh – disruptors of human ARNT/TACC3 interaction; Q9Y6A5; AlphaScreen His-ARNT PAS-B/GST-TACC3 binding, luminescence; TACC3 fragment carries E629A point mutation; inhibition, % at 9.99 µM; 390,000 tested, 0.66% active; AID 623870;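 active = mean inhibition of replicates at least 50% and at least half of replicates each reaching 50%; inconclusive = half or more replicates reach 50% but mean below 50%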;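 note: 0% = complete ARNT plus TACC3 wells and 100% = ARNT alone without TACC3; many hits fall short of the cut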
DENV2 CPE – inhibitors of DENV2 cytopathic effect. CPE inhibition, % at 9.99 µM. DENV2-infected cells, cytopathic effect rescue, plate reader. AID 651640. 350,000 tested, 1.7% active; in the data active = CPE inhibition above about 20%, passing the limit was not always enough; inconclusive = no clear call, values can overlap the other calls; tested in BHK-21 cells;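 note: 0% = median of neutral control wells and 100% = median of positive control wells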
PAX8 inh HTS – PAX8 transcriptional activity inhibition; RMG-I TPO-luciferase reporter, SteadyGlo, 24 h; inhibition, % at 12.6 µM; 360,000 tested, 1.2% active; AID 652154;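 active = mean replicate inhibition at least 60% with every replicate also reaching 60%; inconclusive = only one of the two criteria is met; inactive = mean below 60% and not all replicates reaching 60%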;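 note: luciferase light reporting Pax8 driven TPO promoter activity; plate controls were median of neutral control wells for no effect and mitoxantrone controls for full effect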
EWS-Fli block – blocks EWS/Fli oncoprotein-driven transcription | A673 NR0B1-luciferase reporter, viability-normalised | inhibition, % at 12.6 µM | AID 651661 | 350,000 tested, 0.67% active;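 active = mean inhibition of at least 50% after viability correction, with every replicate also passing that limit; inconclusive = mean reaches 50% but only one of two replicates passes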;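 note: firefly luciferase signal divided by Alamar Blue viability fluorescence both relative to DMSO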
F508del corr – correctors of CFTR F508del function in bronchial epithelial cells. 350,000 tested, 0.36% active. activity (quench increase), % at 7.58 µM. CFBE cells, YFP halide quenching; stimulated with forskolin plus potentiator P3; % fluorescence drop versus neutral controls;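 active = mean added fluorescence quench of at least 8% versus neutral control, with both replicates also reaching 8%; inconclusive = only one of the mean or replicate conditions met; inactive = mean below 8% and not both replicates reaching 8%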;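 note: cells transiently co-express mutant CFTR-F508del with the halide-sensitive YFP; corrector assay measuring rescue of mutant channel to the surface after 24 h compound exposure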
Xi reactivation – reactivates the inactive X chromosome in mouse fibroblasts; 360,000 tested, 0.055% active; AID 743238; XiGFP mouse fibroblasts, % GFP-positive cells imaging, 3 d; cells co-treated with 5-aza-dC sensitizer; scaled so ellipticine positive control = 100%; activation, % at 7.58 µM;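 active = mean normalized replicate activation at least 10% and every replicate at or above 10%; inconclusive = only one of the two criteria met; inactive = mean below 10% and not all replicates reach 10%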;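 note: 0% = median of on-plate neutral control wells and 100% = ellipticine 6 µM median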
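System: SV40-immortalized XiGFP fibroblast cells, line 68-5-11 / Incubation: 3-day compound exposure, then 15 min fixation at room temperature / Compound: single concentration per compound, delivered by pin transfer / Buffer or medium: DMEM plus 5-aza-dC sensitizer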
GSIS activator – primary screen for activators of insulin secretion dependent on glucose, INS-1E cells, GLuc reporter luminescence | INS-1E GLuc reporter insulin secretion, 2-3 h | activation, % at 16.6 µM | 370,000 tested, 0.61% active;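 active = lowest replicate activation of at least 40%, so every replicate reaches that level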;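 note: 0% = median of neutral control wells and 100% = median of IBMX positive control wells; some compounds called inactive have numbers as strong as hits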
ERp5 block – blocks human ERp5 reductase activity on insulin. Q15084. ERp5 insulin aggregation, absorbance 650 nm, 90 min. inhibition, % at 9.99 µM. 350,000 tested, 0.05% active. AID 651711;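 active = mean replicate inhibition above about 25%, with every replicate also reaching it, limit read from the data, passing the limit was not always enough; inconclusive = only one of those two criteria met; inactive = neither criterion met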
Target sequence (Q15084 whole entry, looked up): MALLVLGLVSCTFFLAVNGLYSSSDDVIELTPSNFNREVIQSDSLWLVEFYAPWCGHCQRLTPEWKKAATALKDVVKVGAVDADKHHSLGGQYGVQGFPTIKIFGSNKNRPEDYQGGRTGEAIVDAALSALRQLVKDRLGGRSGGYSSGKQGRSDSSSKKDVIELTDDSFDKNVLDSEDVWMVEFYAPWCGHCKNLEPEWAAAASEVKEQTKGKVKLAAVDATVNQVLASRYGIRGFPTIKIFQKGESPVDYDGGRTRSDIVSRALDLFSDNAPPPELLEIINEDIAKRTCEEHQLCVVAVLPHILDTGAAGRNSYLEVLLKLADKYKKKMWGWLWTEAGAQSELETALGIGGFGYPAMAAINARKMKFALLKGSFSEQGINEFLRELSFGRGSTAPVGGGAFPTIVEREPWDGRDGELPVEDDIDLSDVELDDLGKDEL
The depositor's hits bear a star; u = inconclusive; x = not tested or not shown.

SMILES	ARNT-TACC3 inh	DENV2 CPE	PAX8 inh HTS	EWS-Fli block	F508del corr	Xi reactivation	GSIS activator	ERp5 block
CC(C)c1nn2c(=O)cc(COc3cccc(NC(=O)c4ccco4)c3)nc2s1	-1.4	7.3	-6.3	x	1.5	0.0	8.3	-0.9
Cc1oc(-c2cccc(Cl)c2)nc1CS(=O)(=O)CC(=O)NCCCN1CCOCC1	-3.4	1.5	-3.5	0.8	-3.7	0.1	-7.6	-1.6
COCC#Cc1ccc([C@H]2[C@@H](CO)N3CCCCN(C(=O)COC)C[C@H]23)cc1	-5.6	x	-8.1	-9.4	1.7	0.2	-2.2	-7.7
OCC1CCCCN1C(=S)Nc1ccc(Cl)cc1Cl (stereo not drawn)	-0.6	-0.1	-5.4	-17.4	-4.0	0.0	6.2	4.2
O=C(Nc1ccc(F)c(Cl)c1)c1cc(C2CCCCN2C(=O)c2ccccc2)on1 (stereo not drawn)	x	6.5	-1.7	7.9	-1.1	0.1	-15.6	4.3
COc1ccc(CN(CC(=O)NC(C)C)C(=O)CCC(=O)Nc2nccs2)cc1	-0.7	4.2	-1.0	4.3	0.8	0.0	-3.8	-3.9
Nc1nnc(-c2cccc([N+](=O)[O-])c2)o1	4.0	-1.4	-12.9	3.0	-1.9	x	-1.8	-1.8
N#C/C(=C\c1cccnc1)C(=O)Nc1ccccc1[N+](=O)[O-]	-1.0	-0.3	3.5	2.8	0.7	0.2	12.1	4.3
C/C(=N\OCC(=O)Nn1c(=O)[nH]c2ccccc2c1=O)c1cccs1	-8.6	-5.1	12.0	1.5	-1.3	-0.1	3.7	-1.5
CCCCCN(C(=O)CCC(=O)OCCOc1cccc(C)c1)c1c(N)n(CCCC)c(=O)[nH]c1=O	1.2	x	10.1	9.2	-0.5	0.5	-35.5	3.7
C[C@@H]1CN([C@@H](C)CO)C(=O)Cc2cc(NC(=O)CCN3CCOCC3)ccc2O[C@H]1CN(C)C(=O)Nc1ccc(C(F)(F)F)cc1	-5.5	-10.1	x	-12.9	0.6	-0.1	-2.4	1.0
CCOC(=O)N1CCc2c(sc(NC(=O)CN(CC)CC)c2C#N)C1	-8.1	10.7	2.1	14.0	0.6	0.0	x	-1.9
Cc1ccc(NC(=O)CSc2nc3c([nH]c4ccccc43)c(=O)n2C)cc1	-6.3	-10.7	21.6	10.6	-2.6	0.3	-6.5	2.5
CC(C)NC(=O)N[C@@H]1CC[C@H](CC(=O)N2CCCCC2)O[C@@H]1CO	-11.1	8.6	-4.7	2.4	0.5	0.2	-3.6	2.2
COc1ccc(N2CCN(C(=O)c3ccc4c(c3)[nH]c(=S)n3c5ccccc5nc43)CC2)cc1	x	-2.3	9.2	-14.7	0.7	0.0	-2.7	-0.3
CO[C@@H]1CN(C)C(=O)c2ccc(NS(=O)(=O)c3ccccc3)cc2OC[C@H](C)N(Cc2nccs2)C[C@H]1C	0.4	18.4	x	0.4	-3.9	0.5	-7.7	-5.8
CCOc1ccc(NS(=O)(=O)c2cc(OC)ccc2OC)cc1	3.9	-2.6	x	-2.3	1.7	x	-4.3	4.8
ON=C1CCCC2CCCCC12 (stereo not drawn)	-7.6	1.1	3.6	2.1	1.7	0.0	x	-0.4
C[C@@H]1CN([C@@H](C)CO)C(=O)c2cc(NS(=O)(=O)c3ccccc3)ccc2O[C@@H](C)CCCCO[C@H]1CN(C)S(=O)(=O)c1cn(C)cn1	-6.7	-8.6	-3.0	-8.5	-0.1	0.0	14.1	2.6
COC(=O)C[C@H]1CC[C@@H]2[C@H](COc3ccc(NC(=O)Nc4ccc(C)cc4)cc3C(=O)N2C)O1	-2.5	1.7	-21.7	-40.0	-0.3	0.2	-10.9	-19.1
O=C(O)CCC(=O)NNC(=O)CCC1CCCCC1	-6.6	x	18.2	-12.4	x	0.0	-2.5	1.2
COCC#Cc1ccc2c(c1)O[C@@H](CN(C)C(=O)c1ccccc1)[C@@H](C)CN([C@@H](C)CO)S2(=O)=O	-8.3	-5.4	x	0.0	-1.1	0.0	11.0	0.7
CCOC(=O)C1=C(C)OC(N)=C(C#N)C1c1ccsc1 (stereo not drawn)	-1.3	-0.2	x	5.3	-0.5	x	51.2	0.1
O=C(C(=O)N1CCCCCC1)c1c[nH]c2ccccc12	13.2	3.7	-15.0	-6.3	2.7	0.3	x	-3.2
C[C@H]1CN([C@@H](C)CO)C(=O)c2cc(NC(=O)Nc3ccc(C(F)(F)F)cc3)ccc2O[C@H]1CN(C)Cc1ccc(C(=O)Nc2ccccc2N)cc1	x	-5.9	29.0	-21.6	-3.1	-0.2	-8.3	-0.8

The closing 2 records of the section above lead into the next:
SMILES	ARNT-TACC3 inh	DENV2 CPE	PAX8 inh HTS	EWS-Fli block	F508del corr	Xi reactivation	GSIS activator	ERp5 block
O=C(C(=O)N1CCCCCC1)c1c[nH]c2ccccc12	13.2	3.7	-15.0	-6.3	2.7	0.3	x	-3.2
C[C@H]1CN([C@@H](C)CO)C(=O)c2cc(NC(=O)Nc3ccc(C(F)(F)F)cc3)ccc2O[C@H]1CN(C)Cc1ccc(C(=O)Nc2ccccc2N)cc1	x	-5.9	29.0	-21.6	-3.1	-0.2	-8.3	-0.8
CCN(CC(=O)Nc1cccc(OC)c1)C(=O)c1cnc(Cl)c(Cl)c1	0.9	0.6	7.2	0.8	-0.2	0.4	-9.9	-0.8
O=C(Nc1ccccc1C(=O)N/N=C/c1ccccc1)c1ccco1	5.3	-5.0	-38.8	-51.3	0.9	0.2	92.5*	1.1
COc1ccc(OC)c(NC(=O)C(C)OC(=O)c2cc3ccccc3[nH]2)c1 (stereo not drawn)	24.7	5.7	43.6	7.2	-4.4	0.0	-35.3	-1.5
CC(C)C(NC(=O)c1ccccc1)C(=O)OCn1nnc2ccccc2c1=O (stereo not drawn)	x	-3.6	0.0	0.4	-2.6	0.0	x	-0.1
Cc1ccc(NC(=O)c2sc(Cl)nc2C)c(C)c1	-2.4	x	-6.9	x	x	0.0	42.4	x
COc1ccc(OCC(=O)N2CCN(S(=O)(=O)c3ccc(Cl)s3)CC2)cc1	-5.8	-3.7	8.6	9.8	1.2	0.1	1.7	-3.6
Cn1c(CNC(=O)c2ccc(Cl)cc2)nnc1SCC(=O)NC1=NCCS1	5.3	8.2	-9.7	-1.8	1.0	0.0	0.3	1.7
O=C(COc1ncnc2sccc12)NC1CCCc2ccccc21 (stereo not drawn)	-1.6	3.2	1.2	4.6	x	0.0	x	11.0
O=C(OCc1cccc(F)c1)c1cc2ccccc2cc1O	1.5	-3.0	-35.4	2.3	-0.8	0.3	6.1	-1.3
S=P(N1CC1)(N1CC1)N1CC1	-1.9	41.9*	-5.8	5.2	0.0	0.0	x	-8.4
O=[N+]([O-])c1ccc(Sc2n[nH]c(-c3ccco3)n2)nc1	-1.5	0.0	13.5	-16.1	-3.7	0.3	2.9	-0.8
COc1ccc(N2CC(C(=O)NC3CCCCC3)CC2=O)cc1 (stereo not drawn)	2.4	3.2	-6.5	-6.0	-1.8	-0.1	5.7	1.9
CCCC#Cc1ccc([C@H]2[C@@H](CO)N3C(=O)CN(C(=O)Nc4ccc(F)cc4)C[C@@H]23)cc1	x	11.5	x	x	2.2	0.5	-13.4	2.6
CC(=O)N(C)C[C@@H]1Oc2ncc(C#C[C@H](C)O)cc2C(=O)N([C@H](C)CO)C[C@H]1C	-2.9	-10.3	x	-5.9	3.0	-0.6	15.6	5.8
CCNc1ccc(S(=O)(=O)N(C)C)cc1[N+](=O)[O-]	-6.3	2.6	-24.3	0.1	-0.5	0.5	14.6	2.4
COCCSc1ccccc1C(=O)N1CCc2ccccc2C1	-7.4	2.0	24.7	11.3	0.7	0.0	8.1	-2.2
Cc1noc(C)c1S(=O)(=O)N(C)C[C@H]1OCCCC[C@@H](C)Oc2ccc(NS(=O)(=O)c3cccs3)cc2C(=O)N([C@@H](C)CO)C[C@@H]1C	0.6	2.0	16.9	-5.1	-0.5	-0.4	7.1	2.4
COCC(=O)N1CCCCN2[C@H](C1)[C@H](c1ccc(C#Cc3ccccc3)cc1)[C@@H]2CO	-4.4	39.9*	44.1	18.6	3.5	0.0	-11.0	-0.8
C[C@@H]1CCCCO[C@H](CN(C)C(=O)Nc2ccc(C(F)(F)F)cc2)[C@H](C)CN([C@H](C)CO)C(=O)c2cc(NC(=O)c3ccccc3)ccc2O1	x	0.3	-10.4	13.2	-4.0	-0.9	7.2	-3.9
CC(OC(=O)CN1C(=O)c2ccccc2C1=O)C(=O)NCc1ccccc1 (stereo not drawn)	4.7	u	13.8	2.8	1.7	-0.1	1.9	1.9
C[C@H](CO)N1C[C@H](C)[C@H](CN(C)S(=O)(=O)c2ccccc2F)Oc2cc(-c3ccncc3)ccc2S1(=O)=O	-0.9	x	-2.0	6.0	0.3	-0.9	-14.8	-0.7
Cc1nc(C)c(C(=O)O)c(-c2ccsc2)c1C(=O)O	x	-2.0	-8.6	-1.1	-0.4	0.0	7.9	-1.5
CCc1ccccc1NC(=O)CN(C)C(=O)CN1C(=O)NC2(CCCCCC2)C1=O	-3.0	-4.3	x	-1.8	-6.6	x	0.0	-2.0
Cn1cnc(S(=O)(=O)N2C[C@H](O)COC[C@@H]3O[C@@H](CC(=O)NC4CCCC4)CC[C@H]32)c1	8.7	58.8*	-16.1	-7.7	-3.6	0.1	-6.6	2.0
Cc1noc(C)c1S(=O)(=O)Nc1cccc2c1O[C@H](CN(C)C)[C@H](C)CN([C@H](C)CO)C2=O	-1.3	-0.2	-14.0	-3.0	-2.4	-1.2	10.8	-0.1
SMILES	ARNT-TACC3 inh	DENV2 CPE	PAX8 inh HTS	EWS-Fli block	F508del corr	Xi reactivation	GSIS activator	ERp5 block
C[C@@H]1CCCCO[C@H](CN(C)Cc2ccc3c(c2)OCO3)[C@H](C)CN([C@H](C)CO)C(=O)c2cc(NC(=O)Nc3ccc(F)cc3)ccc2O1	20.0	-6.0	66.3*	2.9	0.2	-0.3	-15.7	4.4
O=C(Nc1cc(S(=O)(=O)N2CCOCC2)ccc1OCC(F)(F)F)C1CCCC1	x	8.9	5.6	23.3	4.6	-0.1	-6.6	-4.3
CC(C)(C)[S@](=O)N1Cc2cc(C(=O)N3CCc4ccccc4C3)nc(-c3cccc(-c4ccncc4)c3)c2[C@@H]1CCO	10.6	7.3	-9.5	10.7	-1.6	0.1	-32.3	-1.8
CC(=O)c1ccc(-n2cc(-c3ccc(C(C)(C)C)cc3)[n+]3c2SCCC3)cc1	6.8	-2.2	22.1	29.7	-0.2	0.0	-38.7	-5.8
COc1ccc(N2CC(C(=O)NCc3nnnn3-c3ccc(C)c(C)c3)CC2=O)cc1 (stereo not drawn)	-1.2	-0.4	7.9	x	-2.3	0.0	3.2	1.0
CO[C@@H]1CN(C)C(=O)c2ccc(NS(C)(=O)=O)cc2OC[C@@H](C)N(CC2CCOCC2)C[C@H]1C	-9.0	7.2	x	-6.9	1.4	0.1	6.2	9.6
Cc1ccccc1CC1(CO)CCCN(C(=O)c2cc(Cl)ccc2F)C1 (stereo not drawn)	-6.3	-0.1	12.6	6.2	2.4	0.0	-16.6	3.6
COc1ccc(CCNC(=O)CN(C)S(=O)(=O)c2ccc3nc(C)sc3c2)cc1OC	-3.1	-1.2	13.9	x	1.1	0.0	13.5	1.5
CCCCCC1(C(=O)OCC)CC(CSC(=N)N)OC1=O (stereo not drawn)	x	-0.3	1.4	48.6	3.6	0.0	-2.2	3.2

Assay outcomes from PubChem.
